Screening data as filed in PubChem BioAssay.
Mdm2-MdmX inh: inhibitors of human Mdm2/MdmX interaction; SaOS-2 split-luciferase Mdm2/MdmX complementation, luminescence; inhibition, % at 8 µM; actives 3% (n = 330,000); O15151+Q00987;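 active = inhibition of at least 50% at 8 µM in the primary screen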
CCR6 antagonist: blocks CCL20-driven beta-arrestin recruitment at human CCR6. actives 0.49% (n = 340,000). AID 493098. CHO-K1 CCR6 PathHunter beta-arrestin, luminescence, CCL20-stimulated. P51684. inhibition, % at 20 µM;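 active = compounds whose inhibition of the agonist-driven luminescence signal at 20 µM reaches about 50%, limit read from the data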;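 note: cells stimulated with CCL20 at 14 nM final; plate controls were DMSO with CCL20 for no effect and DMSO without agonist for full effect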
Target sequence (P51684 whole entry, looked up): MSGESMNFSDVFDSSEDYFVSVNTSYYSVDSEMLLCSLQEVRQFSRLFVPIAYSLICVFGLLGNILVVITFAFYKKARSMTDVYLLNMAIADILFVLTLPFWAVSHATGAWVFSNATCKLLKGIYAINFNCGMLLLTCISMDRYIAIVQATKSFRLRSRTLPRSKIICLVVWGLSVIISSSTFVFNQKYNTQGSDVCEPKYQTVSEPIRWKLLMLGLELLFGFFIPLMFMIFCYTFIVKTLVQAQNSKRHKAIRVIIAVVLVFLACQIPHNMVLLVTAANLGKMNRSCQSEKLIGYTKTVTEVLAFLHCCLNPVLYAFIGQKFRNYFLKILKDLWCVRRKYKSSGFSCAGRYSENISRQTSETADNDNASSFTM
EBI2 antag: blocks human EBI2 receptor beta-arrestin signaling; inhibition, % at 5 µM; P32249; actives 0.81% (n = 360,000); EBI2 beta-arrestin recruitment, luminescence, 7a,25-OHC stimulated; AID 651636; in the data active = inhibition above about 38%;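 note: enzyme fragment complementation signal reports receptor beta-arrestin coupling in cells; 0% = agonist plus DMSO wells and 100% = wells without agonist; some results beyond the cut were filed as inactive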
Target sequence (P32249 whole entry, looked up, the tested form may be a part): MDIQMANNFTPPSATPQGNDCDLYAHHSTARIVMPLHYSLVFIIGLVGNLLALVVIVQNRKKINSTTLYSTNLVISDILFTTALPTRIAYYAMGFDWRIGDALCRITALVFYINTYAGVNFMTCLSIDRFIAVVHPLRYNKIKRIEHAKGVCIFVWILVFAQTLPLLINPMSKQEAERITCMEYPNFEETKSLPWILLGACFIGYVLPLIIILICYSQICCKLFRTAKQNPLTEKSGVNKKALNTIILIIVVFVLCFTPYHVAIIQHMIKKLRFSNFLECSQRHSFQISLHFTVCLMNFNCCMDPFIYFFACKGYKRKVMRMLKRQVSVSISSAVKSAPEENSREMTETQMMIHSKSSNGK
Jurkat NFkB inh: inhibitors of the PMA/ionomycin-induced NF-kB reporter in Jurkat cells | PMA/ionomycin-induced NF-kB luciferase reporter, luminescence | inhibition, % at 4 µM | actives 0.53% (n = 330,000); in the data active = inhibition above about 50%
Gli-Sufu block: blocks Gli-Sufu signaling in a luciferase reporter | Sufu-KO-LIGHT fibroblasts, Gli luciferase reporter luminescence | inhibition, % at 5 µM | actives 0.74% (n = 340,000) | AID 588413;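 active = inhibition above about 55%, limit read from the data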;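 note: 0% = DMSO-treated cells and 100% = wells with medium but no cells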
CXCR6 inh: CXCR6 (human) receptor inhibition | AID 602244 | CHO-K1 PathHunter CXCR6 beta-arrestin, luminescence | inhibition, % at 20 µM | O00574 | actives 0.36% (n = 360,000); in the data active = inhibition above about 34%, passing the limit was not always enough;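 note: antagonist mode with CXCL16 agonist at 10 nM final; 0% = 10 nM CXCL16 with DMSO and 100% = unstimulated wells without agonist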
Target sequence (O00574 whole entry, looked up): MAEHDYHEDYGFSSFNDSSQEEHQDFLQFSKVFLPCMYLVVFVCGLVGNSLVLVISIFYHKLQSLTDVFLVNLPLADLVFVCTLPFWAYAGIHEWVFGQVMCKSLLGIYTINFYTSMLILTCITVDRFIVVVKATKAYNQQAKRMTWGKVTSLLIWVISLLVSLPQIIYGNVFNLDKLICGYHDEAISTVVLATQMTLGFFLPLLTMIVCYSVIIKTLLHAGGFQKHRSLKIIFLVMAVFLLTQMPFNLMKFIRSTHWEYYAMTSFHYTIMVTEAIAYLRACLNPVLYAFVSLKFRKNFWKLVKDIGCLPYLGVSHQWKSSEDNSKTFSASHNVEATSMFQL
CHOP UPR activ: activators of apoptotic arm of unfolded protein response (CHOP); CHO-CHOP luciferase reporter, UPR activation, luminescence; percent of tunicamycin response over DMSO baseline; activation, % at 10 µM; actives 0.34% (n = 330,000); AID 449763;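 active = at 10 µM dose, activation of 40% or more, normalized to positive control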;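 note: 100% = tunicamycin at 10 µg/mL and 0% = DMSO alone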
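Dosing – one dose, 10 µM in 0.5% DMSO · System – CHO-CHOP cells, stable luciferase reporter of PERK-eIF2a-CHOP signalling · Input – 500 cells/well · Control set – tunicamycin 10 µg/mL final as positive, DMSO-only wells as negative · Timing – 6 h compound treatment, 37 °C · Measure – % activation vs tunicamycin · Technique – luminescence read with Steady-Glo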
XBP1 UPR activ: adaptive UPR (XBP1) activation; CHO-XBP1 luciferase reporter, IRE1-XBP1 UPR activation, luminescence; percent of tunicamycin response, DMSO as zero; activation, % at 20 µM; actives 0.33% (n = 330,000); AID 463104;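 active = versus positive control, 20 µM dose yields 30% or more activation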;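 note: 100% = tunicamycin at 10 µg/mL and 0% = DMSO only wells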
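assay system = CHO-XBP1 luciferase reporter cells | amount = 1000 cells/well | buffer or medium = F12 plus 10% FBS | compound dosing = single point, 20 µM final compound, 1% DMSO | incubation = 16-18 h cell attachment at 37 °C, then 6 h compound exposure | detection = Steady-Glo luminescence read | controls = tunicamycin 10 µg/mL and vehicle-only wells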
697 NFkB inh: lowers PMA/ionomycin-induced NF-kB signal in 697 B cells | 697 B-cell NF-kB luciferase reporter, 16 h | inhibition, % at 4 µM | actives 0.33% (n = 330,000) | AID 435022; in the data active = inhibition above about 35%
* = called active by the depositor; . = no result given.

SMILES | Mdm2-MdmX inh | CCR6 antagonist | EBI2 antag | Jurkat NFkB inh | Gli-Sufu block | CXCR6 inh | CHOP UPR activ | XBP1 UPR activ | 697 NFkB inh
O=C(Cn1cc(C(=O)COc2ccccc2)c2ccccc21)NCc1ccco1 | -25 | -12 | 23 | -17 | -2 | 14 | 2.9 | 0 | 14
COc1ccc(-c2nn(CCC#N)cc2/C=N/O)cc1 | 11 | -2 | -2 | 4 | -2 | 1 | -0.4 | -2 | 15
Nc1nc(N)nc(-c2cc(F)ccc2O)n1 | 28 | 1 | 7 | 5 | -8 | -13 | 0.5 | -2 | -20
Cc1cnc(CNC(=O)c2ccc3oc(C(C)C)nc3c2)[nH]1 | -8 | -9 | -4 | -3 | -3 | 8 | 1.1 | -1 | 8
COc1ccc(CCNC(=O)C2CCCN(S(C)(=O)=O)C2)cc1 (stereo unspecified) | 9 | -13 | 5 | 13 | -26 | -10 | -0.4 | -2 | 10
CCCC(=O)Nc1cc(C(F)(F)F)ccc1N1CCOCC1 | 27 | 5 | 10 | 3 | 0 | -3 | 0.3 | 0 | 0
O=C(COC(=O)c1ccc(CO)cc1)Nc1ccc(OC(F)F)cc1 | 2 | -5 | 1 | 2 | -5 | -6 | -0.2 | -1 | 4
O=C(O)c1cccc(N2C(=O)CSC2=S)c1 | 18 | 1 | -8 | 10 | -3 | -1 | -2.1 | 0 | -8
O=C(CNC(=O)c1cncc(Br)c1)Nc1ccc(F)c(F)c1F | 8 | 8 | -10 | 8 | 16 | 8 | -0.1 | 7 | 10
CC(C)[C@H]1COCCS(=O)(=O)N1Cc1ccccc1-c1ccccc1 | 1 | 18 | 5 | . | 21 | 3 | 0.3 | -1 | 14
COCc1cc(Sc2ccc(Br)cc2)nc(-c2ccccc2)n1 | -1 | 5 | 20 | 3 | -4 | 3 | 0.2 | -4 | 4
CCOc1cccc(C2C(C#N)=C(N)Oc3cc(C)oc(=O)c32)c1OCC (stereo unspecified) | 14 | 20 | 11 | 11 | -2 | -4 | -0.4 | -5 | 3
CC(=O)Nc1ccccc1NC(=O)CN(C)S(=O)(=O)c1ccc(C)cc1 | -7 | -4 | 1 | 0 | -4 | 2 | -0.4 | 0 | 2
CC(C)/C=N\NC(=O)CCCCC(=O)N/N=C/C(C)C | -40 | 16 | -10 | -11 | -11 | 2 | 1.1 | 3 | -7
COc1ccc(CNC(=O)COC(=O)/C=C/c2cccc(Br)c2)cc1OC | -6 | 19 | -2 | 0 | -5 | -1 | 0.7 | 1 | 1
O=C(NC12CC3CC(CC(C3)C1)C2)C1CC(=O)N(c2ccccc2)C1 (stereo unspecified) | 20 | -7 | -4 | -3 | -4 | -3 | 0.7 | -4 | 4
Cc1ccc2c(c1)N(CC(=O)NCc1cccs1)C(=O)CO2 | -3 | -11 | 14 | 1 | 6 | 7 | -0.1 | 0 | 8
COc1cc(CNC(C)c2ccccc2)cc(Br)c1OCc1ccccc1 (stereo unspecified) | 28 | 2 | 16 | 4 | 26 | -8 | 1.4 | 3 | 2
COc1cccc(OCCCn2cc(/C=C3/C(=N)N4C=C(C)SC4=NC3=O)c3ccccc32)c1 | 48 | 30 | 7 | 8 | 2 | 14 | 1.5 | 1 | -35
CN(C)c1nc(N)nc(CSc2nc3c(c(=O)n(C)c(=O)n3C)n2Cc2ccccc2F)n1 | 21 | 3 | 2 | -5 | 3 | 6 | -0.8 | -2 | -17
COc1cccc2sc(NC(=O)c3ccc(Br)s3)nc12 | 21 | 7 | 14 | -6 | -30 | 9 | 1.4 | 7 | -80
COc1ccc(NS(=O)(=O)c2ccc(C)c(NC(=O)NC3CCCCC3)c2)cc1 | 16 | 23 | -1 | 0 | 3 | -1 | 0.9 | -3 | 20
CCOC(=O)C1(CCOc2ccccc2)CCN(Cc2ccncc2)CC1 | 6 | 4 | 6 | 3 | 19 | -1 | -1.9 | -3 | -55
Fc1cccc(F)c1CSc1nc2ccccc2[nH]1 | -175 | -17 | 5 | -170 | -126 | 0 | 5.2 | 3 | -187
CCC1CN(C(=O)N2CCC(C(=O)NCCc3ccc(OC)cc3OC)CC2)c2ccccc2O1 (stereo unspecified) | 23 | 10 | 2 | 3 | 16 | 4 | -1.9 | -5 | -7
SMILES | Mdm2-MdmX inh | CCR6 antagonist | EBI2 antag | Jurkat NFkB inh | Gli-Sufu block | CXCR6 inh | CHOP UPR activ | XBP1 UPR activ | 697 NFkB inh
COc1ccccc1COCC(O)CNCC1(N2CCCCC2)CCCCC1 (stereo unspecified) | 7 | 7 | -1 | -17 | 7 | 1 | -3.2 | -1 | -15
c1cnc2cc(-c3ccsc3)ncc2c1 | -6 | -4 | -1 | -32 | -15 | 4 | 3.8 | 2 | -26
Cc1ccc(C(=O)NCC2CCCN2S(=O)(=O)c2cccs2)cc1C (stereo unspecified) | 17 | 5 | 8 | -4 | 3 | -4 | 0.0 | 0 | -4
COc1ccc(S(=O)(=O)N2CCC(C(=O)Nc3ccccc3C)CC2)c2cccnc12 | 28 | 7 | -12 | 5 | 3 | 2 | -1.3 | -1 | 1
CCn1c(C)c(/C=N/Nc2nc3ccccc3s2)c2ccccc21 | 24 | -5 | 9 | -35 | -11 | -8 | 5.0 | 3 | -5
CCNc1sc(C(=O)c2cccs2)c(N)c1C#N | 16 | 21 | -4 | 7 | 3 | 2 | -1.0 | 4 | 6
CN1CCC(=O)N(CCSc2ccc(Br)cc2)CC1 | 5 | -11 | 7 | -16 | -17 | -3 | 0.8 | 3 | 7
CSCCC(NC(=O)COc1ccccc1)C(=O)OCC(=O)c1cc2ccccc2o1 (stereo unspecified) | 28 | 60* | 14 | -2 | 5 | 38* | 0.0 | -2 | -8
CC1(C)CC(=O)C=C(Nc2ccc(F)cc2F)C1 | -8 | 15 | 5 | -34 | 3 | -3 | 1.7 | -4 | -31
Cc1[nH]c2ccccc2c1SCCNC(=O)c1ccc(Br)o1 | 9 | 10 | 12 | 16 | 1 | 0 | -0.4 | -4 | 12
Cn1c(-c2ccccc2Br)n[nH]c1=S | -5 | -7 | -4 | -11 | 5 | -2 | -1.7 | -3 | -4
CCOc1cccc2sc(N(CCN(C)C)C(=O)c3ccc4c(c3)OCCO4)nc12 | -9 | -6 | 3 | 7 | 15 | 4 | 0.0 | 0 | 6
N/C(=N\OC(=O)Cc1ccc([N+](=O)[O-])cc1)c1cccc(Br)c1 | -10 | 6 | 17 | 10 | 23 | -8 | 0.4 | 2 | 32
COc1ccc2[nH]cc(CCNS(=O)(=O)c3ccc(NC(C)=O)cc3)c2c1 | -6 | 0 | -10 | -15 | 7 | 2 | 0.4 | -4 | -14
Cc1ccccc1C(=O)N/C(=C/c1ccc(-c2cccnc2Cl)o1)C(=O)NCCCN1CCN(C)CC1 | 24 | -10 | -10 | -14 | 9 | 5 | 0.1 | 2 | -31
COc1ccc(/C=C2\SC(=O)N(CC(=O)NNC(=O)c3ccccc3O)C2=O)cc1OC | 12 | -4 | 2 | 3 | 2 | 0 | -2.3 | -3 | 19
O=C(NNS(=O)(=O)c1ccccc1)c1ccncc1 | 25 | -13 | -16 | -16 | -9 | -16 | -4.5 | -1 | 3
O=C(N=C1SC2CS(=O)(=O)CC2N1Cc1ccc(F)cc1)C1CCCO1 (stereo unspecified) | 12 | 23 | -14 | 0 | -52 | -7 | -1.2 | -7 | 1
COc1ccc(NC2CCCN(C(=O)CCOc3ccccc3)C2)cc1 (stereo unspecified) | 2 | 8 | 3 | 5 | -16 | -1 | 0.4 | -2 | -10
Cc1cccc(NS(=O)(=O)c2cc(C(=O)N3CCc4ccccc4C3)ccc2Cl)c1C | 21 | -2 | 43 | 14 | 9 | -4 | -1.3 | -8 | 2
CS(=O)(=O)N(CC(=O)NCCC1=CCCCC1)c1cccc([N+](=O)[O-])c1 | -1 | 13 | -1 | 3 | 4 | -11 | 0.7 | 0 | 2
O=C(NC1CCCCC1)C(c1ccc(F)cc1)N(Cc1ccccc1)C(=O)CN1C(=O)c2ccccc2S1(=O)=O (stereo unspecified) | 61* | 7 | 14 | -8 | 14 | 12 | 5.8 | 23 | 5
COc1cc2c(cc1OC)CN(C(=O)CSc1nnc(C)s1)CC2 | -2 | -1 | -4 | -12 | -14 | 2 | 6.5 | 1 | -6
Cc1nn(CCO)c2c1C(=O)CCC2 | 7 | -8 | -9 | 1 | -6 | -9 | 3.0 | -2 | 0
COC(=O)Cc1c(C)c2ccc(OCC(C)=O)c(C)c2oc1=O | -19 | 25 | -5 | -45 | 6 | 3 | 4.8 | 1 | -48

An excerpt from above in order of SMILES length, descending:
SMILES | Mdm2-MdmX inh | CCR6 antagonist | EBI2 antag | Jurkat NFkB inh | Gli-Sufu block | CXCR6 inh | CHOP UPR activ | XBP1 UPR activ | 697 NFkB inh
O=C(NC1CCCCC1)C(c1ccc(F)cc1)N(Cc1ccccc1)C(=O)CN1C(=O)c2ccccc2S1(=O)=O (stereo unspecified) | 61* | 7 | 14 | -8 | 14 | 12 | 5.8 | 23 | 5
CCOc1cccc2sc(N(CCN(C)C)C(=O)c3ccc4c(c3)OCCO4)nc12 | -9 | -6 | 3 | 7 | 15 | 4 | 0.0 | 0 | 6
COc1cccc2sc(NC(=O)c3ccc(Br)s3)nc12 | 21 | 7 | 14 | -6 | -30 | 9 | 1.4 | 7 | -80

Next entries
SMILES | Mdm2-MdmX inh | CCR6 antagonist | EBI2 antag | Jurkat NFkB inh | Gli-Sufu block | CXCR6 inh | CHOP UPR activ | XBP1 UPR activ | 697 NFkB inh
CSCCC1C(C#N)=C(N)Oc2n[nH]c(-c3cccs3)c21 (stereo unspecified) | 7 | 0 | -3 | 9 | 15 | -10 | -0.8 | -3 | 9
O=C(NCC(=O)N(Cc1ccco1)C(C(=O)NC1CCCC1)c1cccnc1)c1ccco1 (stereo unspecified) | 13 | 6 | -5 | -7 | 16 | 2 | 0.5 | -3 | -10
COc1ccc(-c2nc(CS(=O)CC(=O)NC3CCC(C)CC3)c(C)o2)cc1OC (stereo unspecified) | -27 | 20 | -4 | -45 | -66 | -1 | 4.4 | 2 | -53
CC(C)Oc1ccc(C(=O)Nc2ccc(Cl)c(S(=O)(=O)Nc3ccc(Cl)cc3)c2)cc1 | 19 | 4 | 20 | 2 | 2 | -9 | 2.5 | -1 | -41
COc1ccc(C(=O)N(NC(=O)Oc2ccccc2)C(C)(C)C)cc1 | -27 | 11 | -6 | 1 | 2 | 3 | -1.2 | -2 | 8
Cc1cc(C(C)(C)C)c(OC(=O)[C@@H]2OC(c3ccccc3)=C[C@H]2c2ccccc2)c(C(C)(C)C)c1 | 3 | 8 | -3 | 6 | 14 | 3 | 3.2 | -1 | 3
COc1cc2c(cc1OC)CN(CC(=O)Nc1ccc3c(c1)OC(F)(F)O3)CC2 | 0 | -2 | 8 | 7 | -31 | -2 | -2.0 | 0 | 8
CC(C)Cn1c(=O)c(C(=O)NCc2ccc3c(c2)OCO3)c(O)c2ccccc21 | 3 | -8 | 0 | 1 | 4 | 9 | -1.0 | -7 | -12
C=CCNc1nc2c(c(=O)[nH]c(=O)n2C)n1CC(O)COc1ccc2ccccc2c1 (stereo unspecified) | 59* | 27 | -4 | 5 | -11 | -5 | 2.5 | -4 | -25
O=C(CCNS(=O)(=O)c1cccc2nonc12)N1CCN(c2cccc(Cl)c2)CC1 | 4 | 15 | 1 | 7 | 5 | -1 | -2.0 | -3 | -4
